CR mimetic SO: yeast age-related superoxide inhibition as caloric restriction mimetic | S. cerevisiae aged cells, superoxide DHE fluorescence; stronger effect = lower value | superoxide response (% of plate mean), % at 10 µM | hit rate 0.18% among 330,000 | AID 2690;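 active means superoxide response under a set limit, about three screen SD below normal, cut at about 65% in these data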;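 further: yeast aged for seven days with compound at 30 °C before DHE staining; 100% = average MFI of all compound-treated wells on the plate with controls excluded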
Fh CTSL1 inh: counter-screen for PFM18AAP inhibitors: inhibitors of F. hepatica cathepsin L1; recombinant F. hepatica cathepsin L1, Z-Leu-Arg-MCA fluorescence; inhibition, % at 5.96 µM; hit rate 0.49% among 300,000;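 active means inhibition above the mean of all tested compounds plus 3 SD, set per screening campaign, cut at about 17% in these data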;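 further: 0% = plate median of test compound wells and 100% = 1 µM Z-Phe-Ala-diazomethylketone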
ZTA counter: blocks Epstein-Barr virus ZTA, an EBNA-1 counter-screen; P03206; hit rate 0.15% among 320,000; ZTA-DNA binding, fluorescence polarization; inhibition, % at 11 µM; in the data active means inhibition above about 33%
PP5 inh: PP5 (human) phosphatase inhibition; P53041; purified PP5c, OMFP substrate fluorescence; inhibition, % at 6.7 µM; hit rate 0.18% among 320,000;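 active means inhibition above the campaign's mean inhibition across all tested compounds plus 3 SD, cut at about 9.5% in these data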;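 further: 0% = DMSO only and 100% = 100 µM cantharidin control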
Target sequence (P53041 whole entry, looked up): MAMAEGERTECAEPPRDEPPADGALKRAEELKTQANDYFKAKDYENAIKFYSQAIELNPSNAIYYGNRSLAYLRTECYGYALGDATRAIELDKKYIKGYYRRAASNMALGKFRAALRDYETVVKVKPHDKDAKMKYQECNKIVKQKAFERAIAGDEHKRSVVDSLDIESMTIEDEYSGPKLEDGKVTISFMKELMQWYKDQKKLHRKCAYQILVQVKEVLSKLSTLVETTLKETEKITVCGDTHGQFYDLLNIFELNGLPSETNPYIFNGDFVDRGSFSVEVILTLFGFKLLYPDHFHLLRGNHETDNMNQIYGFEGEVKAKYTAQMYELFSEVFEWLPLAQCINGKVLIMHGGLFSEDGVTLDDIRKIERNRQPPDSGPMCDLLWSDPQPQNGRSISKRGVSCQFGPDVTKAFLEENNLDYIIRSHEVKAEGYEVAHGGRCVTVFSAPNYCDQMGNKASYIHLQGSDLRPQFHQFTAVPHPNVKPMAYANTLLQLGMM
GASC-1 inh: inhibitors of human GASC-1 (JMJD2C) demethylase | Q9H3R0 | GST-JMJD2C(1-420) H3K9me3 demethylation, DELFIA europium | inhibition, % at 2.35 µM | hit rate 0.069% among 330,000 | AID 2099;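 active means more than half of a compound's replicate wells show inhibition beyond 50%, single wells judged on their own value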;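 further: signal counts dimethyl H3K9 product captured on neutravidin plate; 0% = median of DMSO wells and 100% = 0.3 times that DMSO median; strong numbers were not always called active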
core dimer inh: blocks dimerization of HCV core protein; hit rate 0.33% among 300,000; AID 1899; TR-FRET GST/Flag-core106 dimerization, 1536-well; inhibition, % at 5 µM;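 active means inhibition above the mean of all tested compounds plus 3 SD, set per screening campaign, cut at about 45% in these data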
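Assay system: Tagged HCV core106 pair (GST and Flag) | Buffer or medium: KF-containing HEPES buffer, pH 7.45, DTT, CHAPS, BSA | Also added: Eu donor and XL665 acceptor anti-tag antibodies | Dosing: One concentration, 5 µM, in 0.5% DMSO | Timing: 4 h at 22.5 °C | Technique: TR-FRET 671 and 617 nm emission | Repeats: Singlicate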
TPT1 inh: C. albicans TPT1 enzyme inhibition; recombinant caTPT1, FP RNA substrate dephosphorylation; inhibition, % at 5 µM; hit rate 0.81% among 300,000; AID 1962;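 active means inhibition above the mean of all tested compounds plus 3 SD, set per screening campaign, cut at about 24% in these data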;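 further: plate controls were DMSO alone for no effect and ferristatin control at 100 nM for full effect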
PP1 inh: PP1-alpha (human) inhibition in PP5 counter-screen. purified PP1alpha, OMFP fluorescence. hit rate 0.9% among 320,000. AID 2235. inhibition, % at 6.7 µM;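 active means inhibition above the mean inhibition of all tested compounds plus 3 SD, computed separately for each screening campaign, cut at about 15% in these data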
Target sequence (P62136 whole entry, looked up): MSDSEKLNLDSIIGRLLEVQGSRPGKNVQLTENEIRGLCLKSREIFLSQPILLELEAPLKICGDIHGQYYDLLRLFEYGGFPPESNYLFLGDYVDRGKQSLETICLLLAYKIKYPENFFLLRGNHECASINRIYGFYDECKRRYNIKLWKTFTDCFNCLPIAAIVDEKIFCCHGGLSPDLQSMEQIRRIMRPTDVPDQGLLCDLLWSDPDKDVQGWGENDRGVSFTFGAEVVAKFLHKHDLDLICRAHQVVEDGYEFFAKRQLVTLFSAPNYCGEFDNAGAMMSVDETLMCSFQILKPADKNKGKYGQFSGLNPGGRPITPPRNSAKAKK
EBNA-1 inhibitor: blocks EBNA-1 binding to DNA | AID 1950 | inhibition, % at 14.8 µM | EBNA-1 DNA binding, fluorescence polarization | hit rate 0.34% among 300,000; in the data active means inhibition above about 28%
Starred values were filed as active, the others as inactive; i = inactive; · = no result given; & = joins results of further samples.

SMILES	CR mimetic SO	Fh CTSL1 inh	ZTA counter	PP5 inh	GASC-1 inh	core dimer inh	TPT1 inh	PP1 inh	EBNA-1 inhibitor
Cc1ccc(OCC(=O)NNC(=O)c2ccc(NC(=O)C3CC3)cc2)c(C)c1	95	-21	-2	0.7	6	-2	0	1	4
CCN(C(=O)COC(=O)c1[nH]c(C)c(C(C)=O)c1C)c1c(N)n(Cc2ccccc2)c(=O)[nH]c1=O	114	·	6	0.1	-14	·	·	-4	·
C#CCNC(=O)C1=C[C@H](c2csc3ccccc23)C[C@H](OCc2ccc(CO)cc2)O1	95	3	-6	5.0	-15	16	1	-1	2
CCn1cc(C(=O)NCCCOC)c(=O)c2cc(S(=O)(=O)N(C)C3CCCCC3)ccc21	104	-5	-6	2.3	-17&1	-3	0	0	-14
CCCOC(=O)Cn1cnc2scc(-c3ccc(OC)cc3)c2c1=O	105	4	-13	5.3	-3	-6	2	2	2
Cc1ccc2nc(NC(=O)COC(=O)c3ccccn3)sc2c1	86	-5	7	-1.1	-7	4	-3	-1	6
CN1C(=O)CC(N2CCN(CC(N)=O)CC2)C1=O (stereo not drawn)	94	1	10	-0.7	1	-1	-2	-4	10
Fc1ccc(NC(=S)N2CCCc3ccccc32)cc1	108	-5	7	1.8	-1	-2	2	-5	-3
CNC(=S)NNC(=O)Cc1ccccc1	95	-3	2	2.5	-1	-2	-2	-2	-4
O=C(Nc1c(Cl)cc(Cl)cc1C(=O)NCC1CCCO1)c1ccco1 (stereo not drawn)	97	-2	23	2.2	1	-7	-4	0	-4
CCOC(=O)CSC1=NC(=O)/C(=C/c2ccc(Br)cc2)S1	104	3	3	-0.6	13	7	4	-5	2
CCN1C2=C(C(=O)CCC2)C(c2ccc(O)cc2)C2=C1CCCC2=O	92	3	3	0.1	9	4	-2	0	18
CC(=O)c1ccc(NCC(=O)N2CCN(c3ccccc3)CC2)cc1	102	2	4	3.3	8	13	3	10	-11
O=C(NCCOC(=O)c1ccc(F)cc1)c1ccc(F)cc1	88	-1	5	1.5	-4	4	-2	-1	7
Cc1ccc(N2C(=O)N(CC(=O)Nc3ccc(C)cc3Cl)C(=O)C2C)cc1 (stereo not drawn)	106	-2	-9	-0.7	-5	-1	3	0	-8
CCCCc1nc2c(C)c(N)cnc2n1Cc1cccc([N+](=O)[O-])c1	84	-2	-4	0.5	0	-13	-1	1	1
Cc1cccc(NC(=O)c2ccco2)c1C(=O)O	103	3	3	0.0	47	0	2	-6	-3
COc1c(F)c(F)c(C(=O)Nc2ccc(NC(=O)Cc3ccccc3)cc2)c(F)c1F	74	-3	8	2.0	6	3	0	0	1
O=C(CSc1nc2cc(S(=O)(=O)N3CCOCC3)ccc2o1)Nc1c(F)cccc1F	99	0	4	-1.6	1	-5	0	-4	-6
CC(/C=N/NC(=O)CN1CCN(Cc2ccc(Cl)cc2)CC1)=C\c1ccco1	100	3	-9	-0.3	14	13	-3	-1	-1
Cc1cc(/C=C(\C#N)C(=O)NCc2ccco2)c(C)n1-c1cccnc1	97	-3	0	0.5	5	-2	-2	-2	-3
N#Cc1cc2c([nH]c1=O)CCCC2	103	-11	-9	-0.7	0	-2	-2	0	1
Cc1cc(C(C)(C)C)cc(C)c1COC(=O)C1CCC(=O)N1 (stereo not drawn)	84	5	5	0.1	4	5	-4	1	-3
CCN1CCN(Cc2ccc(NC(=O)c3cc(NC(=O)c4cnn(-c5ccccc5)c4N)cc(OC)c3)cc2C(F)(F)F)CC1	108	0	4	3.4	-1	5	1	-2	16
O=S(=O)(c1ccc(F)cc1)N1CCN(S(=O)(=O)c2cccs2)CC1	109	0	7	0.1	9	-3	-1	1	3

In the list so far, 3 contain a thiophene ring, fused or not:
SMILES	CR mimetic SO	Fh CTSL1 inh	ZTA counter	PP5 inh	GASC-1 inh	core dimer inh	TPT1 inh	PP1 inh	EBNA-1 inhibitor
C#CCNC(=O)C1=C[C@H](c2csc3ccccc23)C[C@H](OCc2ccc(CO)cc2)O1	95	3	-6	5.0	-15	16	1	-1	2
CCCOC(=O)Cn1cnc2scc(-c3ccc(OC)cc3)c2c1=O	105	4	-13	5.3	-3	-6	2	2	2
O=S(=O)(c1ccc(F)cc1)N1CCN(S(=O)(=O)c2cccs2)CC1	109	0	7	0.1	9	-3	-1	1	3

Later entries.
SMILES	CR mimetic SO	Fh CTSL1 inh	ZTA counter	PP5 inh	GASC-1 inh	core dimer inh	TPT1 inh	PP1 inh	EBNA-1 inhibitor
O=C(CN(c1ccccc1)S(=O)(=O)c1ccccc1[N+](=O)[O-])Nc1cccnc1	91	1	3	2.7	-1	-2	-4	-2	0
CSc1ccccc1C(=O)NC1CCCN(c2ccc(C(F)(F)F)cn2)C1 (stereo not drawn)	98	-3	-6	1.7	7	2	-1	-2	3
O=C(Nc1nccs1)C1CC2CCC1C2 (stereo not drawn)	120	-1	-3	-0.9	1	0	1	0	-14
O=C(CNC(=O)c1ccc(Cl)cc1Cl)OCc1ccccc1	88	-20	-11	0.4	3	1	-1	-2	-5
COc1cc(C=Nc2ccccc2C(=O)Nc2ccccc2)cc(OC)c1OC	104	-4	-19	0.7	3	-4	-2	-4	-15
Cc1ccc(NC(=O)CCN2C(=O)C3C4CCC(C4)C3C2=O)cc1Cl (stereo not drawn)	102	6	-2	1.9	3	-1	1	-5	-2
COc1ccc(NC(=O)/C=C/C(=O)O)c([N+](=O)[O-])c1	130	-2	-14	-0.3	-17	4	-2	-4	-2
CC(=O)N1CCC(N(CCN2CCOCC2)C(=S)Nc2ccc(C)cc2C)CC1	107	-1	12	0.0	4	-2	1	-1	-3
CS(=O)(=O)c1ccc2nc(NC(=O)c3cc([N+](=O)[O-])cc([N+](=O)[O-])c3)sc2c1	101	-2	3	2.9	0	9	0	-3	-12
COc1ccc2c(c1)C(NC(=O)C(F)(F)F)CC2=O (stereo not drawn)	101	-1	2	0.4	-8	-2	-3	-5	3
Cc1cc(=O)oc2cc(NC(=O)c3cccc(S(C)(=O)=O)c3)ccc12	93	0	18	-0.3	-5	26	4	9	0
COCCNC(=S)Nc1ccc(Cl)c(Cl)c1	77	-1	6	2.2	-6	8	-3	-1	6
COc1ccccc1CNC(=O)c1cc(S(=O)(=O)N2CCCC2)cn1C	91	-1	12	-1.6	6	10	0	-1	2
COc1cc(C(=O)N/C(=C\c2cn(C)c3ccccc23)C(=O)NCCCn2ccnc2)cc(OC)c1OC	90	3	-8	-1.6	-2	0	1	-2	-10
C=CCn1c(O)c(N=Nc2ccccc2O)c2ccccc21	102	·	-2	6.4	9	·	·	7	·
CCOc1ccc(OCC)c(NC(=O)C2CCCN(c3ncccn3)C2)c1 (stereo not drawn)	81	2	20	2.0	0	-3	-2	-5	6
CSc1nc(N)c(C#N)c(-c2ccccc2Cl)c1C#N	98	8	4	0.7	-7	10	1	2	3
O=c1n(Cc2ccccc2Cl)nc2n1-c1ccccc1SC2	i	2	16	0.1	-7	-1	-2	0	1
C=CCNC(=O)c1c(CSc2ccc(F)cc2)noc1C(=O)NCCC	89	0	7	-2.1	-1	10	-6	-4	7
C/C(=N\NC(=O)c1cccc(Br)c1)c1ccccn1	77	-1	-14	1.3	-27	-8	-2	1	2
c1ccc(OCCOc2ccccc2-c2nnco2)cc1	107	-3	-14	-1.3	8	-2	-2	3	-5
O=C(NC1CCCCC1)C(c1ccc(F)cc1)N(Cc1ccc2c(c1)OCO2)C(=O)c1cnsn1 (stereo not drawn)	108	-28	-1	-1.4	14	12	-1	-1	10
COc1ccccc1N(C(=O)Cn1nnc2ccccc21)C(C(=O)NCc1ccco1)c1ccc(C)o1 (stereo not drawn)	105	1	17	-1.4	7&-5	8	-4	-2	7
Cc1cc(CN2CCOCC2)c(O)c(C2(C)CCCCC2)c1	103	2	-8	2.1	3	-2	0	-2	-11
Cc1ccnc(NC(=O)c2ccc(NC(=O)CC3SC(N4CCCC4)=NC3=O)cc2)c1 (stereo not drawn)	97	2	7	-1.6	-3	-1	0	-5	-11

One compound at a time, from the list above. Order of values: CR mimetic SO	Fh CTSL1 inh	ZTA counter	PP5 inh	GASC-1 inh	core dimer inh	TPT1 inh	PP1 inh	EBNA-1 inhibitor
Cc1cc(=O)oc2cc(NC(=O)c3cccc(S(C)(=O)=O)c3)ccc12 across the screens: 93	0	18	-0.3	-5	26	4	9	0
COc1cc(C(=O)N/C(=C\c2cn(C)c3ccccc23)C(=O)NCCCn2ccnc2)cc(OC)c1OC across the screens: 90	3	-8	-1.6	-2	0	1	-2	-10

The main list resumes, starting 2 compounds before the break.
SMILES	CR mimetic SO	Fh CTSL1 inh	ZTA counter	PP5 inh	GASC-1 inh	core dimer inh	TPT1 inh	PP1 inh	EBNA-1 inhibitor
Cc1cc(CN2CCOCC2)c(O)c(C2(C)CCCCC2)c1	103	2	-8	2.1	3	-2	0	-2	-11
Cc1ccnc(NC(=O)c2ccc(NC(=O)CC3SC(N4CCCC4)=NC3=O)cc2)c1 (stereo not drawn)	97	2	7	-1.6	-3	-1	0	-5	-11
CCC1=[N+](C)c2cccc3cccc(c23)N1C	104	3	-37	2.4	10	-5	-5	-2	-5
O=C(Nc1ccccn1)C1CCN(S(=O)(=O)c2ccc3c(c2)OCCO3)CC1	92	·	1	-0.3	-3	·	·	-3	·
Cc1cc(=O)oc2c(C)c(OCC(=O)N3CCN(c4ccc(F)cc4)CC3)ccc12	85	6	-14	0.2	-19	0	-5	-1	2
O=C(/C=C/c1ccco1)N1CCN(c2ccccc2)CC1	91	-2	7	0.5	-3	5	2	-1	7
COc1ccc(CNC(=O)CN(C2CCCCC2)S(C)(=O)=O)cc1	96	-1	2	-2.1	10	5	3	0	4
CCOC(=O)N1CCc2c(sc(NC(=O)CN3CCOCC3)c2C(=O)Nc2ccccc2)C1	110	3	-11	-0.2	3	5	1	-4	-11
COc1ccc(OCC(=O)Nc2nc3c(s2)CCCC3)cc1	101	0	-15	-0.5	13	-6	-3	-2	-20
CCc1cccc(NC(=O)CN(C)S(=O)(=O)c2cccc3nsnc23)c1	111	0	-1	1.6	-6	9	4	2	16
Cc1ccc(NC(=O)CSc2nnc(-c3cccs3)o2)cc1S(=O)(=O)N1CCCCC1	114	1	-15	1.9	-3	2	-1	6	-1
O=S(=O)(NCC1NCCc2ccccc21)c1ccccc1 (stereo not drawn)	95	7	4	-0.7	-1	-4	-4	0	-8
Cc1cc(C)nc(NS(=O)(=O)c2ccc(NC(=O)C3(c4ccc([N+](=O)[O-])cc4)CCCC3)cc2)n1	93	3	7	6.7	5	9	2	0	1

Screens from PubChem BioAssay.
